# Screens (PubChem BioAssay)
# ADAM17 inh – ADAM17 inhibition, QFRET primary screen; 370,000 compounds, 0.83% hits; recombinant ADAM17, EDANS/DABCYL FRET peptide cleavage; inhibition, % at 6.95 µM; P78536; AID 720648;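 active means inhibition above the mean of compounds lying between control limits plus 3 SD, set per campaign, cut at about 8.5% in these data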;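 further: 0% = DMSO-only wells as the low control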
# Target sequence (P78536 215-824 limits assumed): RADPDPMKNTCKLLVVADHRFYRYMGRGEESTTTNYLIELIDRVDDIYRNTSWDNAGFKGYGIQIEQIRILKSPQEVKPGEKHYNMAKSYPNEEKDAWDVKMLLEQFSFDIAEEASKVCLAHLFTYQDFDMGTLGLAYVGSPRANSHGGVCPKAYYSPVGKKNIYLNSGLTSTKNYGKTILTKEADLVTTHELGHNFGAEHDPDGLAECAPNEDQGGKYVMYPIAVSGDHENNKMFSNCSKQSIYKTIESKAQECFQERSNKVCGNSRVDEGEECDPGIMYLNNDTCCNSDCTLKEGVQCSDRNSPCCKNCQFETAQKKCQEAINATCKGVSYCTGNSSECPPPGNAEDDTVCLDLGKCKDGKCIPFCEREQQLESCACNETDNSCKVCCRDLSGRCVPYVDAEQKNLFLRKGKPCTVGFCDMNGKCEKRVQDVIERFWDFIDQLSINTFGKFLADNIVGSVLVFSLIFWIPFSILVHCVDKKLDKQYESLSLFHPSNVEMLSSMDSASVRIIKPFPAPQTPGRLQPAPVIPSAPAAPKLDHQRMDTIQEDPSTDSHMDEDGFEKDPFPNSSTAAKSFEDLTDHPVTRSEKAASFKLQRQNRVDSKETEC
# ssDAF-12 act – S. stercoralis DAF-12 activation, primary screen; 370,000 compounds, 1% hits; AID 652126; HEK293 ssDAF-12/GRIP1 lit1-tk-luc reporter, luminescence; % of 3 µM dafachronic acid response; activation, % at 6.8 µM;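 active means activation above the mean over all tested compounds plus 3 SD, cut at about 0.9% in these data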;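 further: 0% = DMSO-only wells and 100% = 3 µM delta7-dafachronic acid wells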
# HGIII-sPLA2 inh – Blocks human group III sPLA2 activity; QFRET BODIPY PC-A2 liposome hydrolysis, fluorescence; inhibition, % at 12.2 µM; 370,000 compounds, 0.56% hits;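 active means inhibition above mean plus 3 SD of compounds lying within the high and low control bounds, cut at about 19% in these data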;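 further: 0% = median of test compound wells and 100% = no enzyme DMSO wells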
# hcDAF-12 act – H. contortus DAF-12 activation, primary screen. activation, % at 6.8 µM. 370,000 compounds, 1.4% hits. HEK293 hcDAF-12 lit1-tk-luc reporter, luminescence; 0% DMSO, 100% Δ7-dafachronic acid;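 active means activation above the mean of all tested compounds plus 3 SD, cut at about 5.5% in these data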;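 further: 100% = response to 3 µM Δ7-dafachronic acid high control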
# PLC-beta3 inh – PLC-beta3 (human) inhibition, primary screen | Purified PLC-beta3, fluorogenic substrate, fluorescence | inhibition, % at 12.2 µM | 370,000 compounds, 0.18% hits; in the data active means inhibition above about 11%;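 further: 0% = median of compound wells on plate and 100% = full blocker control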
# ADAM10 inh – inhibitors of human ADAM10 | O14672 | inhibition, % at 7 µM | 370,000 compounds, 0.62% hits | recombinant ADAM10, EDANS/DABCYL FRET peptide cleavage, 3 h;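 active means inhibition above a per-campaign cutoff equal to the mean of compounds falling between control-based bounds plus 3 SD, cut at about 20% in these data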;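 further: 0% = DMSO wells while the 100% control is not disclosed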
# Target sequence (O14672 214-748 limits assumed): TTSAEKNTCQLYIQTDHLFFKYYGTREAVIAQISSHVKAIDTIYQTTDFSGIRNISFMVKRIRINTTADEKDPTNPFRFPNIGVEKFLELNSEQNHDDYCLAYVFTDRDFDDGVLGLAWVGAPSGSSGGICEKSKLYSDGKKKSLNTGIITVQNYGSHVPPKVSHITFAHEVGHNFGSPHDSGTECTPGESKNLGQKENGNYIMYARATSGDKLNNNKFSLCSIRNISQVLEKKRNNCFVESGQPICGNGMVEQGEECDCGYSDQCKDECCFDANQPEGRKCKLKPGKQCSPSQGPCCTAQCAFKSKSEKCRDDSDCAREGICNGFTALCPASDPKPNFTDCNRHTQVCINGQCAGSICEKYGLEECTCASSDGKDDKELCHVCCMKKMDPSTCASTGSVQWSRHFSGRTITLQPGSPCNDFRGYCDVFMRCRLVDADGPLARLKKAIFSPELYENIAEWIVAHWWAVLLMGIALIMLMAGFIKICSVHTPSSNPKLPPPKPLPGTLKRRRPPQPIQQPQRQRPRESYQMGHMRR
# PLCg1 inh – inhibitors of human phospholipase C gamma1; P19174; purified PLC-gamma1, fluorogenic substrate, fluorescence; inhibition, % at 12.2 µM; 370,000 compounds, 0.84% hits; AID 720700; in the data active means inhibition above about 9.5%
# hgDAF-12 ag – agonists of H. glycines DAF-12 nuclear receptor. HEK293 GAL4-hgDAF12 UAS-luciferase reporter, agonist luminescence; normalized to butyrate control. activation, % at 6.8 µM. 370,000 compounds, 1.8% hits. AID 687014;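 active means activation above a cutoff set at the mean of all screened compounds plus 3 SD, cut at about 10% in these data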;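 further: 0% = DMSO wells and 100% = sodium butyrate wells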
# GAA850 FXN act – increases GAA850 frataxin promoter reporter activity | 360,000 compounds, 0.56% hits | activation, % at 6 µM | HEK293 lucGAA850 FXN promoter luciferase reporter, 24 h; percent of 10 µM SAHA response;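 active means activation above the average of all compounds screened plus 3 SD, cutoff fixed separately per campaign, cut at about 7.5% in these data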;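 further: 0% = DMSO wells and 100% = 10 µM SAHA wells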
# DAX1 inh-1 – inhibitors of DAX1 repression of SF-1 activated StAR promoter | HEK293T StAR-luciferase reporter, SF-1/DAX-1 repression relief | inhibition, % at 6.8 µM | 370,000 compounds, 1.1% hits | AID 652010;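 active means inhibition above the mean over all tested compounds plus 3 SD, cut at about 3.6% in these data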;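 further: 0% = DAX-1 cells with DMSO and 100% = cells lacking DAX-1 with DMSO; higher inhibition means more luminescence from relief of DAX-1 repression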
# DAX1 inh-2 – inhibitors of human orphan nuclear receptor DAX1 (NR0B1) | inhibition, % at 6.75 µM | AID 504766 | 340,000 compounds, 0.99% hits | HEK293 Gal4-DAX1 luciferase reporter, luminescence;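 active means inhibition above the mean over all tested compounds plus 3 SD, cut at about 4.2% in these data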;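 further: 0% = DAX1-transfected cells with DMSO and 100% = empty-vector control cells with DMSO; inhibition shows as a rise in luminescence from relieved DAX1 repression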
# Starred values were filed as active, the others as inactive; / = no result given.
SMILES,ADAM17 inh,ssDAF-12 act,HGIII-sPLA2 inh,hcDAF-12 act,PLC-beta3 inh,ADAM10 inh,PLCg1 inh,hgDAF-12 ag,GAA850 FXN act,DAX1 inh-1,DAX1 inh-2
Cn1c(=O)oc2cc(S(=O)(=O)NC3CCCCC3)ccc21,-5,-1.0,-2,-2.0,-4,-4,2,-1.1,-2.1,-0.2,1.7
N/C(=N\OC(=O)c1ccco1)c1cccc([N+](=O)[O-])c1,1,-0.2,1,5.3,2,-2,0,13*,4.8,1.7,1.3
Cc1ccc(OCc2nnc(SCC(=O)Nc3ccc(S(N)(=O)=O)cc3)n2-c2ccc(Cl)cc2)cc1,-1,-1.3,-32,-2.3,2,1,6,-3.0,/,0.2,/
CCOC(=O)C1=CCN(S(=O)(=O)c2cccc(Cl)c2)C1c1ccc(C)cc1 (configuration not stated),6,-0.8,-6,-0.6,3,0,-1,0.8,/,-1.6,/
CCOC(=O)c1sc(NC(=O)C(CC)Sc2nccn2C)nc1C (configuration not stated),0,-1.3,0,-2.6,3,-4,0,-0.5,2.6,-0.3,-0.2
CCCc1nc(SCC(=O)N2c3ccccc3CC2C)c2c(C)c(C)sc2n1 (configuration not stated),-4,-1.6,-3,-0.5,3,1,1,0.8,-0.6,0.8,1.5
O=C(NCCC1=CCCCC1)c1ccc2c(=O)n3c(nc2c1)CCCCC3,-5,-1.8,3,-1.8,-4,-11,1,2.0,2.8,0.3,1.2
CCN(CC)S(=O)(=O)c1ccc2oc(C(=O)NCc3ccc(F)cc3)c(C)c2c1,8.8*,-2.0,-27,-3.6,3,22*,0,-2.4,-3.2,-2.4,-2.8
Cc1ccc(/C=C/C(=O)O)cc1S(=O)(=O)N1CCc2ccccc2C1,1,-0.2,-5,-1.1,3,2,11*,3.4,2.5,0.0,-1.2
CS(=O)(=O)c1ccc2nc(NC(=O)c3ccco3)sc2c1,-7,-0.7,9,3.9,-37,-27,-26,15*,1.4,3.5,-0.5
CCNC(=O)C/C(C)=N/NC(=O)C(=O)Nc1ccc(CC)cc1,-3,-1.3,2,-0.6,-4,-7,1,1.6,2.1,0.5,2.7
CCCSc1nsc(NC(=O)CC)n1,1,-0.5,-5,3.9,1,1,1,17*,6.0,3.0,0.7
N#CCN1CCN(CC(=O)c2ccc(Br)cc2)CC1,-4,-1.5,9,0.1,-13,-10,-5,-3.3,0.4,0.1,2.6
CN1CCN(c2nnc(-c3ccc(F)cc3)c3ccccc23)CC1,-1,-0.8,-2,1.0,-7,-6,-1,0.0,1.3,-0.1,1.5
Cc1ccc(-n2nnnc2SC(C)C(=O)Nc2ccccc2-c2ccccc2)cc1 (configuration not stated),3,-1.7,-7,-2.3,3,8,-1,1.0,-0.2,0.1,-0.6
CNC(=O)c1ccccc1NC(=O)c1ccco1,-4,-0.3,2,-1.4,-1,3,6,-0.7,-1.7,0.1,-0.1
COc1ccc(C(=O)C(C)OC(=O)c2sc(C)nc2C)cc1 (configuration not stated),0,-0.5,-1,-0.4,-5,-4,-3,0.1,-0.4,-2.7,0.3
COc1cccc(-n2nc(C#N)c(Cl)cc2=O)c1,-2,-1.6,-3,1.1,-12,1,-7,-5.3,-11,-1.6,-1.8
COCCN1Cc2cc(C(=O)OC)c3c(c2C1=O)c1ccccc1n3S(=O)(=O)c1ccc(C)cc1,3,0.3,-4,3.9,-21,-6,-17,-0.2,/,-0.4,/
COc1ccc(S(=O)(=O)N(C)CC(=O)N2CCCCC2)cc1Cl,3,-1.0,-5,-0.4,2,4,5,-1.8,-0.3,-0.1,-1.1
O=C(O)c1sccc1OCc1ccccc1,-2,-1.9,1,-0.2,2,-1,3,1.0,1.6,-0.2,0.9
CCOC(=O)C1=C(C)n2c(s/c(=C/c3cccc([N+](=O)[O-])c3)c2=O)=NC1c1ccc(O)c(OC)c1 (configuration not stated),-4,-1.6,-1,-1.3,-2,0,6,0.7,3.0,0.1,0.5
O=C(CSc1nnc(Cn2nnc3ccccc32)o1)N(Cc1ccc(Cl)cc1)c1ccccc1,3,-2.1,-24,-3.8,0,6,2,-7.5,-4.7,-3.2,-2.9
COC(=O)Cc1cccc2c(=O)c3ccccc3oc12,-24,-0.6,8,-1.5,-8,-59,-5,-1.9,0.9,-0.1,0.1
CCCCc1ccc(NC(=O)CSc2nnc(CNC(=O)c3ccco3)o2)cc1,-1,-1.1,-6,-0.9,-5,-1,1,-2.1,-1.2,-1.5,-0.5
# Following part.
SMILES,ADAM17 inh,ssDAF-12 act,HGIII-sPLA2 inh,hcDAF-12 act,PLC-beta3 inh,ADAM10 inh,PLCg1 inh,hgDAF-12 ag,GAA850 FXN act,DAX1 inh-1,DAX1 inh-2
COc1ccc(S(=O)(=O)N2CCC(C(=O)NCCCn3ccnc3)CC2)cc1C,1,-0.9,0,0.7,3,6,5,1.2,-0.7,0.3,3.4
Cc1ccccc1NC(=O)Nc1nnc(Cc2ccc([N+](=O)[O-])cc2)s1,2,-1.1,-11,0.0,3,1,3,0.9,-1.0,0.2,0.0
CCc1ccc(CCNC(=O)OC2CC3CC2[C@H]2CCCCN2[C@H]3C)cc1 (some centres not stated),-1,-0.9,-1,0.4,1,-6,-1,0.9,/,0.2,/
Cc1cc(=O)[nH]c(SCC(=O)NCCOc2ccccc2)n1,-3,-0.8,-9,-1.4,0,-4,1,-0.5,3.9,-0.3,0.6
CCOc1cc(C)ccc1OCc1nnc(SCC(=O)c2cccc([N+](=O)[O-])c2)n1C,2,-1.8,-45,-0.3,2,17,5,-2.5,-0.7,0.0,-0.1
COc1cc(NC(C)CCCN)c2ncccc2c1 (configuration not stated),-6,-0.6,9,-0.7,-25,-6,-1,-8.4,-1.6,-3.4,-1.3
O=C(OCCN=C1NS(=O)(=O)c2ccccc21)c1ccncc1,0,-0.9,-1,-0.3,5,2,4,-0.1,1.3,-0.5,0.4
Cc1c(NC(=S)NC(=O)c2ccc(COc3ccccc3)cc2)cccc1C(=O)O,-3,-1.2,1,-1.2,-5,6,-1,1.3,-0.7,0.9,0.3
COCCCNC(=S)NNC(=O)c1cc(-c2ccncc2)nc2ccccc12,0,-1.3,2,1.7,-7,1,-2,-2.4,-0.7,0.2,-0.7
Cc1cc(N2C(=O)C(O)=C(C(=O)c3ccco3)C2c2cccc(O)c2)no1 (configuration not stated),-4,-1.2,-9,0.3,-64,7,-27,-0.9,2.6,-0.3,0.4
COc1ccc(CNCC(O)(c2ccccc2)c2ccc(F)cc2)cc1OC (configuration not stated),-4,-1.2,-2,-2.3,-7,-7,0,-4.4,-4.1,-0.8,-2.0
CC1(c2ccc([N+](=O)[O-])cc2)NC(=O)N(CC(=O)c2ccc3c(c2)OCO3)C1=O (configuration not stated),0,-1.4,0,-0.9,1,3,1,0.1,-0.3,0.3,0.6
Cc1ccc(NC(=O)c2cccc3ccccc23)cc1,-3,-0.6,-5,4.9,-9,-4,-1,3.5,3.4,0.1,2.1
COc1cc(/C=C/C(=O)OCC(=O)N2CCCCCC2)cc(OC)c1OC,-41,-1.4,14,-0.7,-62,-138,-52,-2.3,-0.1,-0.8,-1.0
Cc1cnc(C(=O)OCC(=O)Nc2ccccc2-c2ccccc2)cn1,1,-1.4,-1,-0.5,-6,-3,0,0.9,0.1,-1.1,-0.5
CCc1nnc(NC(=O)CCNC(=O)c2ccccc2Cl)s1,0,-0.8,3,-1.4,0,4,-1,6.2,-1.0,0.6,1.1
O=[N+]([O-])c1ccccc1N=Nc1ccc(O)cc1,4,-1.0,-22,3.1,-2,5,5,8.6,0.1,0.1,1.8
O=C(NCc1cccc(Cl)c1)c1cccc(S(=O)(=O)N2CCCC2)c1,1,-1.4,-4,-0.9,-13,-1,-2,0.9,0.0,-1.8,-0.4
CCN(CC)CCn1c2c(c(SCC(=O)Nc3ccc4c(c3)OCO4)nc1=O)CCC2,-1,-0.7,3,-0.7,-4,-7,2,-0.7,0.8,-0.3,0.0
OC(c1cc(F)cc(Cl)c1)c1ncc(-c2ccccc2Cl)[nH]1 (configuration not stated),3,-0.2,-7,1.4,3,10,2,0.9,-0.7,-1.2,/
O=C1N(c2ccccc2)C(=Nc2ccccc2)SC12CC2,1,-1.3,3,1.6,-1,3,4,0.5,0.0,-0.4,1.6
CC1Cc2ccccc2N1C(=O)CSc1nnc(Cc2ccccc2)n1CCc1ccccc1 (configuration not stated),5,-1.0,-21,-0.4,1,13,2,0.3,-3.3,-0.6,-0.9
O=C(Cc1ccccc1)NC1CCN(S(=O)(=O)c2ccc(C(=O)O)cc2)CC1,0,-0.1,3,0.2,-1,-5,2,-0.6,0.0,-0.5,0.1
COc1ccc(CCNC(=O)c2cc(-c3ccc(Cl)c(Cl)c3)oc2C)cc1,1,-1.1,2,-1.5,6,12,4,-1.1,2.7,0.3,-0.1
Cc1cc(C)c2c(=O)[nH]n(C3CCCCCC3)c2n1,1,-0.7,2,-1.3,-8,-4,-4,0.5,-1.8,-0.2,1.9
# (list continues)
SMILES,ADAM17 inh,ssDAF-12 act,HGIII-sPLA2 inh,hcDAF-12 act,PLC-beta3 inh,ADAM10 inh,PLCg1 inh,hgDAF-12 ag,GAA850 FXN act,DAX1 inh-1,DAX1 inh-2
Cc1c(OC(C)C(=O)NCC2CCC(C(=O)O)CC2)ccc2c1oc(=O)c1ccccc12 (configuration not stated),-30,-1.9,12,-3.3,-27,-107,-21,-0.9,-1.6,-0.9,1.4
CC(=O)OC[C@H]1O[C@@H](Sc2cccc3cccnc23)[C@H](OC(C)=O)[C@@H](OC(C)=O)[C@H]1OC(C)=O,-40,-0.2,-4,-1.8,-34,-148,-32,1.4,-0.1,0.1,-0.6
CC(O)[C@H]1CNC(=O)C(=O)N1CC1(c2ccccc2)CC1 (some centres not stated),-9,-1.1,10,0.0,3,-19,3,0.9,2.0,0.7,-1.4
NCC(O)(c1ccc(Cl)cc1)c1ccc(Cl)cc1,0,-1.1,4,-0.4,3,4,6,2.6,2.4,0.2,0.4
Nc1c(-c2ccccc2)c(CN2CCOCC2)nn1-c1ccccc1,-1,-1.2,6,-1.0,5,3,0,1.5,0.1,-0.8,-1.2
CCOc1ccc(Br)cc1S(=O)(=O)Nc1cccc(S(=O)(=O)Nc2ccccc2C(=O)O)c1,-4,-0.3,-48,-1.5,-7,-1,-4,2.4,0.3,-0.3,0.1
CN(C)CC(C)(C)CNS(=O)(=O)c1cccc2nsnc12,-1,-1.4,-3,-2.0,4,1,2,-2.2,0.7,0.7,-1.0
CC(C)(O)[C@H](O)COc1c2occc2cc2ccc(=O)oc12,-5,-1.1,1,-2.1,-52,-10,-39,-0.5,-0.2,0.3,1.1

# Fetched one by one from the list above, two records:
SMILES,ADAM17 inh,ssDAF-12 act,HGIII-sPLA2 inh,hcDAF-12 act,PLC-beta3 inh,ADAM10 inh,PLCg1 inh,hgDAF-12 ag,GAA850 FXN act,DAX1 inh-1,DAX1 inh-2
CC(=O)OC[C@H]1O[C@@H](Sc2cccc3cccnc23)[C@H](OC(C)=O)[C@@H](OC(C)=O)[C@H]1OC(C)=O,-40,-0.2,-4,-1.8,-34,-148,-32,1.4,-0.1,0.1,-0.6
Nc1c(-c2ccccc2)c(CN2CCOCC2)nn1-c1ccccc1,-1,-1.2,6,-1.0,5,3,0,1.5,0.1,-0.8,-1.2
